# Salmonella PhoP GFP – Inhibition of PhoP regulon, Salmonella typhi GFP reporter cells, confirmation, 4 h (AID 1850); Salmonella Typhi PhoP-promoter GFP reporter, fluorescence, 4 h; higher % means a stronger effect; one-dose inhibition, % at 50 µM; IC50 in µM for titrated hits; 310,000 tested, 0.33% active; in the data active = a potency from the dose series; inconclusive = inhibition mostly from about 25% at the one dose, without a potency; inactive = the rest, 99 in 100 with inhibition below about 19%;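 also: 0% = induced wells with vehicle and 100% = uninduced wells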
# M. tuberculosis – growth inhibition of non-replicating M. tuberculosis (AID 488890); Mycobacterium tuberculosis non-replicating, growth inhibition; higher % means a stronger effect; inhibition, % at 25 µM; hits with a dose series show IC50 in µM; 320,000 tested, 0.39% active; in the data active = a potency from the dose series; inconclusive = inhibition mostly from about 82% at the one dose, without a potency; inactive = the rest, 99 in 100 with inhibition below about 76%;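 also: plate controls were DMSO cells for no effect and high antibiotic wells for full effect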
# M. tuberculosis HTS – M. tuberculosis growth inhibition, HTS (AID 449762). M. tuberculosis H37Rv growth inhibition, 7H9 media; higher % means a stronger effect. inhibition, % at 25 µM; hits with a dose series show IC50 in µM. 330,000 tested, 0.59% active; in the data active = a potency from the dose series; inconclusive = inhibition above about 70% without an active follow-up result;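 also: bacterial growth assessed after seven days of incubation; strong numbers were not always called active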
# VEEV TC-83 Vero – inhibitors of VEEV TC-83 cytopathic effect, confirmation, Vero cells (AID 588727) | Vero cells, VEEV TC-83 cytopathic effect inhibition; higher % means a stronger effect | inhibition, % at 20 µM; hits with a dose series show IC50 in µM | 350,000 tested, 0.13% active; in the data active = a potency from the dose series; inconclusive = inhibition mostly from about 14% at the one dose, without a potency; inactive = the rest, 99 in 100 with inhibition below about 12%; also: strong numbers were not always called active
# influenza NS1A – H1N1 influenza NS1A inhibitors, functional cell based assay (AID 504329); NS1A functional cell-based assay, percent inhibition; higher % means a stronger effect; inhibition, % at 12.5 µM, or IC50 in µM where a hit was titrated; 340,000 tested, 0.3% active; in the data active = a potency from the dose series; inconclusive = inhibition above about 27% without an active follow-up result; also: strong numbers were not always called active
# VEEV TC-83 Vero 10K pilot screen – also measured in VEEV TC-83 Vero; calls as there; inhibition, %; measured here: 10K pilot screen inhibition
# Starred values were filed as active, the others as inactive; i = inactive; ? = inconclusive; nt = not tested or not shown.
SMILES,Salmonella PhoP GFP,M. tuberculosis,M. tuberculosis HTS,VEEV TC-83 Vero,influenza NS1A,others
COc1ccc(NC(=O)C2CCC(CNc3c(N4CCCCC4)c(=O)c3=O)CC2)c(OC)c1 (stereo unspecified),-3.9%,-5.7%,7.5%,1.0%,7.0%,
Nc1c2c(nc3ccccc13)CCCC2=O,-11.6%,-6.1%,-8.1%,0.7%,-3.0%,
CCOC(=O)C1CCCN(C(=O)/C=C/c2ccc(OC)cc2)C1 (stereo unspecified),-0.7%,14.4%,-1.3%,0.0%,9.4%,VEEV TC-83 Vero 10K pilot screen=2.6
CCC(C(=O)NCCc1ccccc1)c1ccccc1 (stereo unspecified),0.5%,14.1%,-6.4%,2.5%,-6.5%,
Cc1cnc(CN(C)C(=O)c2ccc3oc(Cc4ccc(Cl)cc4)nc3c2)[nH]1,-2.5%,37.2%,5.2%,2.3%,6.3%,
CC(C)[C@H](NC(=O)c1ccccc1)C(=O)O,0.3%,2.8%,-7.6%,0.3%,-3.5%,
CCOC(=O)C1=C(CN2CCN(C(=O)c3ccco3)CC2)NC(=O)NC1c1ccccc1 (stereo unspecified),-13.6%,7.3%,-7.7%,i,8.0%,
NS(=O)(=O)c1ccc(NC(=S)Nc2cc(Cl)c(Cl)cc2Cl)cc1,8.8%,70.3%,5.9%,1.4%,2.8%,
c1ccc2sc(NCC3CCCO3)nc2c1 (stereo unspecified),3.3%,-10.4%,-4.8%,0.1%,-5.0%,
C=CCn1c(SCC(=O)Nc2cccc3ccccc23)nnc1-c1cnccn1,13.1%,13.9%,-9.8%,1.0%,3.0%,
Cc1ccc(F)cc1NC(=O)C1C2CCC(O2)C1C(=O)O (stereo unspecified),0.7%,0.5%,4.8%,0.4%,20.2%,
Cc1cc(C)c(NC(=O)C2CC(=O)N(C(C)C)C2)c(C)c1 (stereo unspecified),-2.9%,3.1%,0.4%,i,-6.9%,
CCCc1ccc(NC(C)C(=O)Nc2ccc(S(=O)(=O)N3CCOCC3)cc2)cc1 (stereo unspecified),nt,nt,nt,2.0%,-2.9%,
Cc1ccc(C)c(S(=O)(=O)N2CCCCC2CCNC(=O)C(=O)NC2CC2)c1 (stereo unspecified),3.2%,-2.6%,-0.7%,1.3%,-0.8%,
CCOC(=O)c1c(C)c(P(=S)(N2CCOCC2)N2CCOCC2)n(C)c1C,-8.1%,4.8%,-2.1%,5.2%,4.1%,
O=C1/C(=C2\C(=O)N(Cc3ccc(F)cc3)c3ccccc32)SC(=S)N1CCS(=O)(=O)O,4.8%,-11.8%,10.4%,3.1%,16.8%,
CC(C)(C)NC(=O)Cn1c(-c2nonc2N)nc2ccccc21,3.5%,-3.7%,-6.1%,0.4%,-6.2%,
Cc1cccn2c(CN(C)C3CCOC3)c(C(=O)N3CCCCC3)nc12 (stereo unspecified),-4.0%,-9.8%,-5.8%,0.9%,-3.8%,
CCC(C)N(C(=O)COC(=O)C1C(C(=O)OC)=C(C)NC(C)=C1C(=O)OC)C1CCS(=O)(=O)C1 (stereo unspecified),-6.4%,-7.9%,-2.8%,i,3.8%,
NC(=O)CSc1nc2ccccc2c(=O)n1Cc1ccco1,5.2%,3.9%,0.6%,0.6%,-7.1%,

# No new results follow: 6 of the compounds above.
SMILES,Salmonella PhoP GFP,M. tuberculosis,M. tuberculosis HTS,VEEV TC-83 Vero,influenza NS1A,others
CCOC(=O)c1c(C)c(P(=S)(N2CCOCC2)N2CCOCC2)n(C)c1C,-8.1%,4.8%,-2.1%,5.2%,4.1%,
O=C1/C(=C2\C(=O)N(Cc3ccc(F)cc3)c3ccccc32)SC(=S)N1CCS(=O)(=O)O,4.8%,-11.8%,10.4%,3.1%,16.8%,
CC(C)(C)NC(=O)Cn1c(-c2nonc2N)nc2ccccc21,3.5%,-3.7%,-6.1%,0.4%,-6.2%,
Cc1cccn2c(CN(C)C3CCOC3)c(C(=O)N3CCCCC3)nc12 (stereo unspecified),-4.0%,-9.8%,-5.8%,0.9%,-3.8%,
CCC(C)N(C(=O)COC(=O)C1C(C(=O)OC)=C(C)NC(C)=C1C(=O)OC)C1CCS(=O)(=O)C1 (stereo unspecified),-6.4%,-7.9%,-2.8%,i,3.8%,
NC(=O)CSc1nc2ccccc2c(=O)n1Cc1ccco1,5.2%,3.9%,0.6%,0.6%,-7.1%,

# (further entries)
SMILES,Salmonella PhoP GFP,M. tuberculosis,M. tuberculosis HTS,VEEV TC-83 Vero,influenza NS1A,others
CC1=C(C(=O)OCC(C)C)C23C(=O)c4ccccc4C2(O1)OC(N)=C3C#N (stereo unspecified),15.1%,15.7%,-5.2%,i,-9.3%,
COc1ccc(OCC(=O)NS(=O)(=O)c2ccc(Cl)cc2)cc1,6.8%,-4.6%,-3.2%,2.3%,-4.8%,
COc1ccc(NC(=O)C2CCCN2S(=O)(=O)c2cccc3nsnc23)c(OC)c1 (stereo unspecified),5.7%,6.5%,1.5%,0.1%,3.4%,
COc1ccc(C2c3cc(OC)c(OC)cc3CCN2C(=O)c2cccc([N+](=O)[O-])c2)cc1OC (stereo unspecified),-9.6%,20.0%,5.6%,i,-1.4%,
Cc1ccc2c(c1)-n1c(nc3ccccc3c1=O)C(Cc1ccc(O)cc1)NC2=O (stereo unspecified),nt,2.3%,4.8%,nt,nt,
COc1ccccc1NC(=O)C(C)OC(=O)C1CCN(S(=O)(=O)c2ccc(C)c(C)c2)CC1 (stereo unspecified),4.4%,3.6%,-4.6%,4.9%,12.0%,
CN(CC(=O)Nc1ccccc1Cl)C(=O)COC(=O)/C=C/c1ccc(C(F)(F)F)cc1,-6.1%,6.3%,-10.3%,3.9%,8.3%,
CC(=O)N1c2ccc(S(=O)(=O)N3CCC(C(=O)N4CCCCC4)CC3)cc2CC1C (stereo unspecified),-3.9%,7.9%,5.8%,1.3%,-6.5%,
Brc1ccc(-c2nnc3sc(CN4CCN(c5ccccc5)CC4)cn23)cc1,7.0%,8.0%,-14.1%,0.2%,1.4%,
CCCCn1nnnc1SCC(=O)Nc1sc2c(c1C#N)CCCC2,2.4%,34.1%,-5.4%,1.2%,1.6%,
COc1ccccc1NOC(=O)CCOc1ccccc1,nt,nt,nt,0.6%,-7.4%,
Cc1onc(-c2ccccc2Cl)c1C(=O)Nc1ncn[nH]1,2.8%,2.8%,1.6%,i,12.4%,VEEV TC-83 Vero 10K pilot screen=0.8
C=CCNC(=O)C1CC(=O)N(c2ccc(OCC(=O)Nc3c(C)cccc3C)cc2)C1 (stereo unspecified),-4.2%,-4.9%,1.2%,0.3%,-4.2%,
O=C(O)c1cnccn1,-0.5%,-5.6%,5.4%,0.3%,1.1%,
C=CCn1c(O)c(/C=C2/C=CC=N2)c(=O)[nH]c1=O,2.5%,?,?,3.7%,3.3%,
Cc1nc(SCC(=O)N(C)C2CCS(=O)(=O)C2)c2ccccc2n1 (stereo unspecified),nt,5.7%,-6.7%,3.8%,2.4%,
O=C(C[n+]1ccc(C(=O)c2ccccc2)cc1)Nc1ccccc1OC(F)F,nt,27.3%,-9.5%,i,-13.7%,
CCCCOC(=O)c1ccc(NC(=O)CSC2=Nc3ccccc3C3CC=NN23)cc1 (stereo unspecified),-6.6%,22.3%,55.8%,0.6%,-1.6%,
Cc1cnc(C(=O)OCC(=O)c2ccc[nH]2)cn1,-1.7%,-13.0%,2.6%,2.5%,-6.3%,
Cc1noc(C)c1COC(=O)c1cccnc1Cl,15.3%,-5.9%,6.5%,0.7%,2.1%,

# Structures from the list above that contain a COOH group (3):
SMILES,Salmonella PhoP GFP,M. tuberculosis,M. tuberculosis HTS,VEEV TC-83 Vero,influenza NS1A,others
CC(C)[C@H](NC(=O)c1ccccc1)C(=O)O,0.3%,2.8%,-7.6%,0.3%,-3.5%,
Cc1ccc(F)cc1NC(=O)C1C2CCC(O2)C1C(=O)O (stereo unspecified),0.7%,0.5%,4.8%,0.4%,20.2%,
O=C(O)c1cnccn1,-0.5%,-5.6%,5.4%,0.3%,1.1%,

# (cont.)
SMILES,Salmonella PhoP GFP,M. tuberculosis,M. tuberculosis HTS,VEEV TC-83 Vero,influenza NS1A,others
CCOC(=O)c1cccc(NC(=O)c2cnccn2)c1,-8.3%,14.9%,-13.8%,i,-13.3%,
COc1ccc(C2NCCc3sccc32)cc1 (stereo unspecified),5.3%,-0.1%,-4.5%,1.5%,-2.9%,
O=C(Cc1cccc(NC(=O)C2CCCN(C(=O)C3CCC3)C2)c1)Nc1ccc(C(=O)N2CCOCC2)cc1 (stereo unspecified),nt,nt,nt,0.5%,-27.7%,
CCN(CC(=O)Nc1ccc(NC(C)=O)cc1)C(=O)CCCSc1nc2ccccc2[nH]1,3.9%,-14.8%,-5.9%,1.5%,7.2%,
CC(=O)Nc1ccc(/C=C/c2nc(-c3ccccc3O)n[nH]2)cc1,2.9%,21.9%,-11.4%,3.2%,-1.6%,
COc1ccc2c(Cl)c(C(N)=O)sc2c1,20.9%,3.4%,-5.8%,3.6%,-5.7%,
COc1ccccc1NC(=O)CCNS(=O)(=O)c1ccc2c(c1)CC(C)N2C(=O)C1CC1 (stereo unspecified),3.0%,-16.8%,6.2%,0.6%,-1.7%,
CCSc1nc2sc3c(c2c(=O)n1CC)CC(C)(C)OC3,-5.2%,-0.6%,-3.2%,4.8%,-10.7%,
O=C(COc1ccccc1-c1ccccc1)NCc1cccc(Cl)c1,3.6%,9.4%,11.0%,1.9%,-5.8%,
Cc1oc(C(=O)O)cc1COc1ccc2c3c(c(=O)oc2c1)CCC3,4.5%,3.7%,-7.0%,1.6%,-1.4%,
CC1CCCCN1CCCNC(=O)C1CCN(c2nnc(-n3cccc3)s2)CC1 (stereo unspecified),3.1%,13.2%,0.3%,1.6%,-5.2%,
O=C(C1COc2ccccc2O1)N1CCN(c2ccccn2)CC1 (stereo unspecified),1.8%,-19.5%,-2.8%,1.7%,-3.1%,
COc1ccc(NC(=O)COC(=O)c2cc(SC)ccc2Cl)c(OC)c1,-9.3%,20.4%,-3.2%,1.1%,-5.8%,
COc1cccc(OC(=O)c2ccccc2)c1OC(=O)c1ccccc1,nt,nt,nt,0.2%,10.1%,
Cc1cc(C)n2nc(/C(C#N)=C/c3ccccn3)c(C#N)c2n1,5.3%,34.5%,0.97µM*,0.2%,0.9%,VEEV TC-83 Vero 10K pilot screen=3.8
CCCCSCCCNC(=O)Nc1ccc(CC)cc1,14.0%,59.2%,47.9%,1.5%,1.2%,
Cc1ccc2[nH]c3c(c2c1)CN(C(=O)CN1c2ccc(F)cc2CCC1C)CC3 (stereo unspecified),-2.3%,29.6%,-6.9%,i,-15.9%,
CCS(=O)(=O)c1ccc2c(c1)NC(=O)C(CCO)O2 (stereo unspecified),-5.2%,-10.6%,-4.5%,0.3%,-2.3%,
Cc1cc(-n2c(C)cc(C(=O)CSc3nnnn3-c3ccc(Cl)cc3)c2C)no1,-3.4%,34.1%,-9.1%,0.1%,-14.1%,
CCOC(=O)C1CCN(C/C=C/c2ccccc2[N+](=O)[O-])CC1,-5.4%,11.2%,1.6%,0.1%,-11.2%,
Cc1ccc(NC(=O)C2CC(=O)n3ncnc3N2)cc1 (stereo unspecified),-2.9%,10.9%,-6.2%,2.0%,4.8%,
COc1cc(/C=N/N=C2/NC(=O)C(CC(=O)O)S2)ccc1OCc1ccc(Cl)cc1 (stereo unspecified),-11.3%,13.2%,2.3%,2.2%,3.1%,
COC(=O)C1CCN(C(=O)c2c(-c3ccccc3Cl)noc2C)CC1,0.2%,-0.2%,1.2%,i,8.5%,
COC(=O)c1ccccc1NC(=O)CN1CCOCC1,6.5%,-7.1%,-5.0%,2.8%,-6.3%,
COc1ccc(OC)c(-c2c3cc(O)c(=O)cc-3oc3cc(O)c(O)cc23)c1,-216.6%,7.7%,25.3%,0.1%,20.3µM*,
CCN(N=Nc1nonc1OC)c1nonc1OC,-5.6%,-8.2%,3.3%,5.0%,-3.1%,
CC[C@]1(C(=O)OC)[C@H]2C(=O)N(Cc3ccccc3)C(=O)[C@H]2[C@H]2CN=C(SC)N21,nt,nt,nt,i,21.0%,
COc1ccc(C(C(=O)NC2CCCC2)N(CC2CCCO2)C(=O)Cn2nnc(-c3ccc(C)o3)n2)cc1 (stereo unspecified),-12.8%,-1.3%,2.6%,i,-1.7%,
Cc1ccccc1C(=O)NNC(=O)CSc1nc(-c2ccccc2)cc(=O)[nH]1,3.9%,-22.4%,-3.1%,1.4%,-3.4%,
OC(COc1ccc2ccccc2c1)CN1CCN(c2ccc(F)cc2)CC1 (stereo unspecified),-6.2%,nt,0.2%,2.1%,0.6%,
CCOC(=O)c1ccoc1CSCc1ccc(C(=O)OC)o1,2.6%,25.6%,-11.7%,0.9%,-3.5%,
